Source: PubChem BioAssay
SRC1 TRFRET art = TR-FRET detection interference compounds, primary screen, artefact control for PPARgamma SRC-1 recruitment agonists, biochemical, TR-FRET emission ratio. hit rate 0.34% among 99,000. TR-FRET ratio at 8 µM. TR-FRET detection artefact counter-screen; active compounds read high; in the data active = TR-FRET ratio above about 2300; note: inactives centre near 1800
SRC3 TRFRET art = TR-FRET detection interference compounds, artefact control for PPARgamma SRC-3 recruitment agonists, biochemical, TR-FRET ratio; TR-FRET artefact counter-screen, PPARgamma/SRC-3 format; active compounds read high; TR-FRET ratio at 8 µM; hit rate 0.39% among 99,000; AID 1048, 2008; in the data active = TR-FRET ratio above about 2000; note: inactives centre near 1600
An asterisk follows results filed as active. Not all compounds are listed, so the mix of outcomes need not match the whole.

Molecule	SRC1 TRFRET art	SRC3 TRFRET art
CCOC(=O)c1nnc(-c2ccc(C)cc2)nc1N1CCSCC1	1957	1689
COc1ccc(-c2nn(-c3ccccc3)cc2/C=C/C(=O)OCC(=O)Nc2cccc(C#N)c2)cc1	1796	1764
COc1ccc(C/C(C)=N/NC(=O)C2COc3ccccc3O2)cc1 (stereo not drawn)	1627	1542
CCN(CC)c1ccc(NC(=O)Cn2cc3c(n2)CCC(C)C3)c(C)c1 (stereo not drawn)	2010	1807
O=C(O)Cc1sc(-c2cccnc2)nc1-c1ccc(Br)cc1	1909	2021
O=C(CSc1nnc2ccc3ccccc3n12)N1CCOCC1	1833	1454
COC(=O)c1cccc(CSc2nc3ccccc3[nH]2)c1	1886	1663
COCCCNc1ccc([N+](=O)[O-])cc1C(=O)Nc1cccc(C)n1	1996	1666
Cc1ccc(NC(=O)CCn2nnc3ccccc32)cc1	1647	1532
Cc1nn(-c2ccccc2)c(N)c1N=Nc1ccccc1	1982	1658
CCC(C)NC(=S)N1CCN(C)CC1 (stereo not drawn)	2232	1628
CC(C)[C@H](NC(=O)c1ccccc1)C(=O)OCC(=O)N1CCCCCC1	1759	1361
Cc1cccc(N(CC(=O)N2CCN(C)CC2)S(=O)(=O)c2ccccc2)c1	1805	1583
CCOC(=O)NN1C(=O)c2ccccc2NC1c1cccnc1 (stereo not drawn)	1736	1461
O=C(O)/C=C/C(=O)NC1CCS(=O)(=O)C1 (stereo not drawn)	1948	1599
O=C(CSc1nccn1-c1ccc(F)cc1)NCc1ccc(F)cc1	1839	1541
COc1ccc(/C=C/C(=O)O)cc1S(=O)(=O)N1CCc2ccccc2C1	1773	1505
COc1ccc(CCNC(=O)CCNS(=O)(=O)c2cccc3nsnc23)cc1OC	1631	1418
Cc1cccc(NC(=O)CCNS(=O)(=O)c2cccc3nonc23)c1C	1713	1576
CCOc1ccccc1Nc1nnc(SCc2nnc(-c3cc(OC)c(OC)c(OC)c3)o2)s1	1725	1634
Cc1cc(OCCCCCn2ccnc2)cc(C)c1Cl	2103	1784
COc1cccc2cc(-c3n[nH]c(=S)n3C)oc12	2038	1750
N#Cc1c(NC(=O)c2ccc(N3CCOCC3)c([N+](=O)[O-])c2)sc2c1CCCC2	1875	1652
O=C(CSc1nc2[nH]ncc2c(=O)[nH]1)Nc1ccccc1	1730	1471
Cc1ccc(-n2nc(C(=O)O)cc2-c2ccc(Cl)cc2)cc1	1998	1638
CC(=O)c1sc(NC(=O)COc2ccc(Cl)cc2Cl)nc1C	1745	1617
Cc1nn(Cc2ccccc2)c(Cl)c1C(=O)NCc1ccco1	1875	1533
CCCC(=O)n1nc(NCc2ccc(OC)cc2)nc1NCc1ccc(OC)cc1	1822	1551
Cc1nn(Cc2ccc(Cl)c(Cl)c2)c(C)c1NC(=O)c1cc(-c2ccco2)on1	1830	1497
CCOC(=O)/C(N=Nc1sc(C(=O)OCC)c(C)c1C(=O)OCC)=C(\C)O	1854	1731
O=C(c1ccc(NC(=S)Nc2ccc(Cl)c(Cl)c2)cc1)N1CCCC1	1682	1595
CCOC(=O)C/C(C)=N/NC(=O)C1CC1(c1ccccc1)c1ccccc1 (stereo not drawn)	1876	1681
COc1ccc(NC(=S)N2CCCN(Cc3cccc(Cl)c3)C2)cc1	1592	1384
Cc1cc(C)c(NC(=S)N(CCc2ccncc2)C(C)C)c(C)c1	1719	1361
CNC(=S)Nc1ccc(OCc2ccccc2)cc1	1764	1557
Cc1ccc(C(=O)OCC(=O)Nc2cc(S(=O)(=O)N3CCOCC3)ccc2C)cc1	1891	1474
Cc1[nH]n(-c2ccc([N+](=O)[O-])cc2)c(=O)c1C=NCCc1c[nH]c2ccccc12	1806	1547
CCONC(=O)Nc1ccccc1[N+](=O)[O-]	1616	1436
NS(=O)(=O)c1ccc(CCNc2nc3c(-c4cccc(F)c4)nnn3c3ccccc23)cc1	1940	1623
CC(OC(=O)c1nc(-c2ccccc2)n(-c2ccccc2)n1)C(=O)Nc1cc(Cl)cc(Cl)c1 (stereo not drawn)	1690	1390
Cc1ccc(C)c(N(CC(=O)NC(C)(C)C)C(=O)CNC(=O)c2cccs2)c1	1843	1689
O=C(CC1C(=O)NCCN1CC1CCCCC1)NC1(c2ccccc2)CC1 (stereo not drawn)	1994	1707
CC1CN(C(=O)c2cccc(S(=O)(=O)Nc3cc(Cl)ccc3Cl)c2)CC(C)O1 (stereo not drawn)	1883	1552
COc1ccc(C(=O)/C=C/c2ccc(OC)c(O)c2)c(F)c1	1781	1490
CCN(C(=O)c1ccc(Br)cc1)c1ccccc1	1701	1561
CC/C(O)=C1\C(=O)CC(c2ccccc2)CC1=NC(C)C (stereo not drawn)	1650	1363
O=C(c1cccs1)N1N=C(c2ccccc2)CC1c1ccc(O)cc1 (stereo not drawn)	1820	1431
Clc1ccc(COc2ccccc2-c2ccnc3ncnn23)cc1	1629	1443
Cc1cc(SCC(=O)N(C)c2c(N)n(Cc3ccccc3)c(=O)[nH]c2=O)nc2ccccc12	1840	1645
CCC(=O)c1ccc2ncccc2c1	1929	1599

The list goes on; the last four above are carried over.
Molecule	SRC1 TRFRET art	SRC3 TRFRET art
O=C(c1cccs1)N1N=C(c2ccccc2)CC1c1ccc(O)cc1 (stereo not drawn)	1820	1431
Clc1ccc(COc2ccccc2-c2ccnc3ncnn23)cc1	1629	1443
Cc1cc(SCC(=O)N(C)c2c(N)n(Cc3ccccc3)c(=O)[nH]c2=O)nc2ccccc12	1840	1645
CCC(=O)c1ccc2ncccc2c1	1929	1599
Cc1ccc(N=CC=C2OC(C)(C)C(C)(C)O2)cc1	1702	1563
COc1ccc(S(=O)(=O)n2nc(OC(=O)c3ccncc3)cc2N)cc1	1782	1591
Cc1cnc(C(=O)OCC(=O)Nc2ccc(C)c(S(=O)(=O)N3CCCCCC3)c2)cn1	1859	1652
O=C(O)CSc1cc(C(=O)c2ccccc2O)cn2c(=O)c3c(-c4ccccc4)csc3nc12	1887	1641
Cc1c(NS(=O)(=O)c2cccc3nsnc23)c(=O)n(-c2ccccc2)n1C	2012	1476
Cc1ccc(C(=O)NC2c3ccccc3-c3ccccc32)cc1	1773	1446
Cc1ccc(NC(=O)c2ccc3nc[nH]c3c2)c(O)c1	1728	1517
CC(C)Cn1c(=O)c(C(=O)Nc2ccccc2S(N)(=O)=O)c(O)c2ccccc21	1974	1701
CC(C)c1ccc(N(CC(=O)NCCSCc2ccco2)S(C)(=O)=O)cc1	1925	1438
CC(C)=C1C2CCC1C(C(=O)NCCc1ccccc1)C2C(=O)O (stereo not drawn)	1892	1599
CC(=O)Nc1cc([N+](=O)[O-])ccc1N1CCOCC1	1536	1636
O=C(CCc1nnc(CCCCc2ccccc2)o1)NCc1cc(F)ccc1F	1903	1722
COc1ccc(CCNC(=O)COC(=O)CCC(=O)c2ccc(F)cc2)cc1OC	1869	1704
O=c1[nH][nH]c(=O)c2c(NS(=O)(=O)c3ccccc3)cccc12	1718	1350
Cc1csc(NC(=O)CCc2c(C)nc3cc(-c4cccc(F)c4)nn3c2C)n1	2079	1722
COCCn1c(=NC(=O)CSC(C)=O)sc2cc(OC)ccc21	1842	1800
O=[N+]([O-])c1cccc(N/N=C/c2cc([N+](=O)[O-])ccc2O)c1	2202	1658
CC(CN(C)Cc1ccccc1)OC(=O)c1ccc2c(c1)OCCO2 (stereo not drawn)	1836	1569
CCc1nnc(NC(=O)c2ccncc2)s1	2016	1744
O=C(Cn1nnc(-c2ccccc2Cl)n1)N/N=C/c1ccc(-c2cccc(Cl)c2)o1	2186	1602
O=C(NC(=S)Nc1ccc2oc(=O)ccc2c1)c1ccc(-c2cccc(Cl)c2Cl)o1	1821	1718
Oc1c(I)cc(I)c2cccnc12	1590	1520
COc1ccc(NC(=O)COC(=O)C(CC(C)C)N2C(=O)C3CC=CCC3C2=O)cc1Cl (stereo not drawn)	1651	1554
O=C(NN1C(=O)C2C(c3ccccc3)C=CC(c3ccccc3)C2C1=O)c1cccc(Br)c1 (stereo not drawn)	1870	1702
O=C(CCl)N(c1ccccc1)c1ccccc1	2049	1711
CCOC(=O)N1CCN(c2cc(=O)n(-c3ccccc3C)c(=O)[nH]2)CC1	1440	1509
CC(C)CNC(=O)c1ccc(Cl)c(NC(=O)COc2ccccc2)c1	1892	1415
Cc1ccc(NC(=O)CN(C)CC(=O)Nc2ccccc2Oc2ccccc2)cc1	2034	1392
COc1ccc(CN(C)c2nc(-c3cccnc3)nc3ccccc23)cc1OC	1734	1649
O=C(NC1C(=O)NNC1c1ccc(Cl)cc1)c1ccc(F)cc1 (stereo not drawn)	1712	1507
CCCSc1nnc(NC(=O)Nc2ccccc2)s1	1789	1600
COc1cccc(-c2cc(=O)c3cc(NC(=O)c4ccc(N(C)C)cc4)ccc3[nH]2)c1	1754	1612
CCc1c(C)[nH]n(-c2nc(-c3ccccc3)cs2)c1=O	1874	1440
COc1ccc(OC)c(C(=O)COC(=O)CNC(=O)c2ccccc2)c1	1873	1534
CCOC(=O)C/C(C)=N\Nc1nc(-c2ccccc2)cs1	1740	1701
O=C1c2ccccc2C(O)(Cc2ccccc2)N1CCCN1CCOCC1 (stereo not drawn)	2073	1606
CCN(Cc1ccccc1)S(=O)(=O)c1cc(C(=O)NC2CCCCCC2)ccc1OC	1722	1546
S=C(Nc1ccccc1)Nc1ccc(Br)cn1	1758	1448
O=C(O)CC(NS(=O)(=O)c1c(F)cc(F)cc1Br)c1ccccc1Cl (stereo not drawn)	1774	1551
CC(=O)NC(=S)NNC(=O)c1ccc(Br)cc1	1751	1744
OCCC1CN(Cc2ccc(-n3cccn3)cc2)CCN1Cc1ccccc1 (stereo not drawn)	1738	1471
COCC(C)n1c(SCc2ccc(OC)c(F)c2)nc2ccccc2c1=O (stereo not drawn)	1684	1660
O=c1[nH]c(=O)n(-c2ccc(F)cc2)c2c1C(C(F)(F)F)(C(F)(F)F)N=C(c1ccc(F)cc1)N2	1842	1650
O=C(CN1CCCCC1)Nc1cccc(Cl)c1	2017	1598
CC(=O)c1cccc(NC(=O)N2CCCC2C(=O)NCc2ccccc2)c1 (stereo not drawn)	1838	1399
COc1cccc(C(=O)Nc2ccccc2OC(F)(F)F)c1	1810	1661
CC(=O)c1ccc(NC(=O)NCc2ccc(F)cc2)cc1	1886	1594
COc1ccc(C2CC(c3cccs3)=NN2C(=O)CSc2nnc(N)s2)cc1OC (stereo not drawn)	1645	1414
C#CCOCCOCCOCCNc1nc(N2CCN(C(=O)[C@H](CCC(=O)O)n3cc(C(N)CC(C)C)nn3)CC2)nc(N2CCN(C(=O)[C@H](Cc3ccc(O)cc3)n3cc(C(N)CC(C)C)nn3)CC2)n1 (stereo partly drawn)	1934	1571
Cc1ccc(CSCc2nc3ccccc3[nH]2)cc1	1771	1620

(continued)
Molecule	SRC1 TRFRET art	SRC3 TRFRET art
CN(C)C(CNC(=O)/C=C/c1cccc(Cl)c1)c1ccccc1 (stereo not drawn)	1751	1567
Cc1ccsc1C(=O)N1CCC(N2CCC(C(=O)NCC3CCCO3)CC2)CC1 (stereo not drawn)	1697	1401
O=C(OCc1cc2ccccc2[nH]c1=O)c1cccs1	1896	1728
Cc1nc2ccc(S(=O)(=O)NCC(=O)NC(C)c3ccccc3)cc2s1 (stereo not drawn)	1795	1490
O=c1c2cc(N3CCOCC3)ccc2[nH]c(=S)n1CC1CCCO1 (stereo not drawn)	1800	1399
CCC12CN3CCN(CC(C3)/C1=N\NC(=O)c1ccc(F)cc1)C2	1723	1632
S=C(NCc1ccco1)N1CCN(c2ccc(Cl)cc2)CC1	2080	1598
O=C(Nc1cccnc1)C12CC3CC(CC(C3)C1)C2	1936	1651
NNC(=O)COc1ccccc1F	1718	1647
COCCCNC(=S)N1CCC(NC(=O)c2ccco2)CC1	1787	1441
CCc1cccc2c3c([nH]c12)C(CC)(CC(=O)O)OCC3 (stereo not drawn)	1585	1598
COc1ccc(NC(=O)c2nc3ccccc3s2)cc1	1784	1542
COc1ccc(C(=O)NN2C(=O)C3C(c4ccccc4)C=CC(c4ccccc4)C3C2=O)cc1 (stereo not drawn)	1958	1784
O=C(Nc1ccc(OCC(=O)N2CCOCC2)cc1)Nc1cccc(Cl)c1	1625	1546
Cc1ccc2nc(NC(=O)c3cccs3)sc2c1	1883	1650
CCOC(=O)c1cc(-c2cc3ccccc3o2)n[nH]1	1589	1423
O=C(/C=C/c1ccccc1)NCc1cccnc1	1617	1555
O=C(NCCN1CCOCC1)C(=O)NCC1CCCO1 (stereo not drawn)	1653	1483
Nc1nc(SCC(=O)Nc2ccccc2C(F)(F)F)[nH]c(=O)c1-c1ccccc1	1545	1349

Looked up one by one from the list above (six):
Molecule	SRC1 TRFRET art	SRC3 TRFRET art
Cc1ccsc1C(=O)N1CCC(N2CCC(C(=O)NCC3CCCO3)CC2)CC1 (stereo not drawn)	1697	1401
CN(C)C(CNC(=O)/C=C/c1cccc(Cl)c1)c1ccccc1 (stereo not drawn)	1751	1567
CCOC(=O)c1cc(-c2cc3ccccc3o2)n[nH]1	1589	1423
COc1ccc(C(=O)NN2C(=O)C3C(c4ccccc4)C=CC(c4ccccc4)C3C2=O)cc1 (stereo not drawn)	1958	1784
Nc1nc(SCC(=O)Nc2ccccc2C(F)(F)F)[nH]c(=O)c1-c1ccccc1	1545	1349
CCc1cccc2c3c([nH]c12)C(CC)(CC(=O)O)OCC3 (stereo not drawn)	1585	1598
